From PubChem BioAssay
PAD4 FP inh = human PAD4 inhibitors, primary screen, biochemical, fluorescence polarization, 1536-well format. 330,000 compounds, 0.41% hits. recombinant PAD4, RCA probe fluorescence polarization. inhibition, % at 6.36 µM. Protein-arginine deiminase type-4 (Homo sapiens), Q9UM07;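 active = percent inhibition above a cutoff equal to the mean of all tested compounds plus 3 SD, cut at about 15% in these data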;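 note: 0% = PAD4 with RCA probe and DMSO and 100% = probe without PAD4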
GSTO1 inh = inhibitors of recombinant GSTO1, primary screen, counter-screen for RBBP9 inhibitor project, biochemical, fluorescence polarization; Glutathione S-transferase omega-1 (Homo sapiens), P78417; activity-based probe fluorescence polarization; inhibition, % at 5.96 µM; 300,000 compounds, 1.1% hits; AID 1974, 2009;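 active = inhibition above the campaign mean inhibition plus 3 SD, cut at about 35% in these data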;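 note: 0% = GSTO1-1 with DMSO and 100% = wells lacking GSTO1-1 enzyme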
PME-1 primary = PME-1 inhibitors via competitive probe labeling, primary screen, biochemical, fluorescence polarization, FP-Rh probe, HTS; Protein phosphatase methylesterase 1 (Homo sapiens), Q9Y570; recombinant PME-1; inhibition, % at 5.9 µM; 320,000 compounds, 0.53% hits;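 active = inhibition above the campaign mean of all compounds plus 3 SD, cut at about 26% in these data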;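 note: competitive labeling of PME-1 active site by serine hydrolase directed probe; 0% = PME-1 with DMSO and 100% = wells lacking PME-1 enzyme; inhibitors block probe labeling so polarization falls and inhibition rises; many of its hits are not listed in these tables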
Target sequence (Q9Y570 whole entry, looked up): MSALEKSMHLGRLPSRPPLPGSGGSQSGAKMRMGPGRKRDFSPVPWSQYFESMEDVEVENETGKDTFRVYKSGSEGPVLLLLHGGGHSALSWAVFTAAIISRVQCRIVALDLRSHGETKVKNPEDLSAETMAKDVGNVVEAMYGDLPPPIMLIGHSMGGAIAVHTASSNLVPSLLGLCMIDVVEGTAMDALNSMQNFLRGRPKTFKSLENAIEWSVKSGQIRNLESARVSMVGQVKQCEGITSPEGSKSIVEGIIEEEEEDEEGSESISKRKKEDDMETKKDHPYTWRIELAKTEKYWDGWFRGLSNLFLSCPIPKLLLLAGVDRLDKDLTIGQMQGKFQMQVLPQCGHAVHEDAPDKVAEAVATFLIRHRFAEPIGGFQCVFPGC
LYPLA1 counter = LYPLA1 inhibitors, primary screen, counter-screen for PME1 inhibitor project, biochemical, fluorescence polarization, FP-Rh probe ABPP | AID 2174, 2009 | inhibition, % at 5.9 µM | recombinant LYPLA1 | 320,000 compounds, 0.16% hits;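 active = inhibition above the mean of all tested compounds plus 3 SD, set per campaign, cut at about 14% in these data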;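 note: inhibitors block serine hydrolase probe labeling of LYPLA1 so polarization falls; 0% = enzyme with DMSO and 100% = wells lacking LYPLA1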
Target sequence (O75608 whole entry, looked up): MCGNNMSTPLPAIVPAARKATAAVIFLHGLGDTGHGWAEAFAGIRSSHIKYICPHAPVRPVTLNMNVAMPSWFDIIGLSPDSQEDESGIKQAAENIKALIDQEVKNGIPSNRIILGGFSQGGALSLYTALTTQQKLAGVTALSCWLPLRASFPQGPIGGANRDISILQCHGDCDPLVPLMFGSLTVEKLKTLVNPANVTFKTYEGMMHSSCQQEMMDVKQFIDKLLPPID
PAFAH1B2 FP inh = PAFAH1B2 enzyme inhibitors, primary screen, biochemical, fluorescence polarization, human; Platelet-activating factor acetylhydrolase IB subunit alpha2 (Homo sapiens), P68402; recombinant PAFAH1B2, FP-rhodamine activity probe; inhibition, % at 3.39 µM; 340,000 compounds, 1.2% hits; AID 492953, 2010;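 active = inhibition above the mean of all tested compounds plus 3 SD, cut at about 24% in these data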;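 note: 0% = enzyme with DMSO and 100% = wells lacking PAFAH1B2; many of its hits are not listed in these tables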
Target sequence (P68402 whole entry, looked up): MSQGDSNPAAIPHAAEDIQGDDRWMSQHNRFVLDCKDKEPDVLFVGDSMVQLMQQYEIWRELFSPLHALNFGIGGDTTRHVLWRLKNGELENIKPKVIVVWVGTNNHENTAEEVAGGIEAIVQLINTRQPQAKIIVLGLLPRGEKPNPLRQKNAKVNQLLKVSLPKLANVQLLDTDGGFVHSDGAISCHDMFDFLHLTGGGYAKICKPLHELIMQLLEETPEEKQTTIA
PAFAH1B3 inh = PAFAH1B3 enzyme inhibitors, primary screen, biochemical, fluorescence polarization, human; Platelet-activating factor acetylhydrolase IB subunit alpha1 (Homo sapiens), Q15102; recombinant PAFAH1B3, FP-rhodamine probe; inhibition, % at 3.39 µM; 340,000 compounds, 0.28% hits;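 active = inhibition above the screen-wide average of all tested compounds plus 3 SD, cut at about 25% in these data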;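 note: 0% = enzyme with DMSO only and 100% = wells lacking PAFAH1B3 protein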
Target sequence (Q15102 whole entry, looked up): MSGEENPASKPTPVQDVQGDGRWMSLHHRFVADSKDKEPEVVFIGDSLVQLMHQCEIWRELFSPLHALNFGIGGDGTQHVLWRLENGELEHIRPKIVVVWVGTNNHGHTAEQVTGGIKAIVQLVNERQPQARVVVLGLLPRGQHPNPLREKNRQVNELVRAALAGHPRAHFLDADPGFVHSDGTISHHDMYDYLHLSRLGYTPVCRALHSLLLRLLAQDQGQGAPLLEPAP
Fam108B inh = mouse Fam108B serine hydrolase inhibitors, primary screen, counter-screen for RBBP9 inhibitor project, biochemical, fluorescence polarization; recombinant Fam108B, FP-Rh probe fluorescence polarization; inhibition, % at 9.51 µM; 300,000 compounds, 0.33% hits; AID 1947, 2009;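 active = inhibition above the screen mean inhibition plus 3 SD, computed separately per campaign, cut at about 18% in these data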;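 note: inhibitors lower polarization as less probe binds the enzyme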
PAFAH2 FP inh = PAFAH2 enzyme inhibitors, primary screen, biochemical, fluorescence polarization, human; recombinant PAFAH2, FP-rhodamine activity probe; inhibition, % at 3.39 µM; 340,000 compounds, 0.99% hits; AID 492956, 2010;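 active = inhibition above the mean over all tested compounds plus 3 SD, cut at about 30% in these data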;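 note: inhibitors block probe labeling of enzyme so polarization drops; 0% = enzyme with DMSO and 100% = wells lacking PAFAH2 protein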
pPAFAH inh = pPAFAH enzyme inhibitors, primary screen, biochemical, fluorescence polarization, human. Platelet-activating factor acetylhydrolase (Homo sapiens), Q13093. recombinant pPAFAH, FP-rhodamine probe fluorescence polarization. inhibition, % at 3.39 µM. 330,000 compounds, 1.5% hits. AID 463082, 2010;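 active = inhibition above the mean inhibition across the screen plus 3 SD, cut at about 25% in these data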;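 note: inhibitors block binding of the rhodamine activity-based probe so polarization drops; 0% = enzyme with DMSO and 100% = wells lacking pPAFAH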
Numbers without * were called inactive; nt = no result given. This is a subset. The share of hits here may be higher or lower than overall.

Sample of the layout:
SMILES	PAD4 FP inh	GSTO1 inh	PME-1 primary	LYPLA1 counter	PAFAH1B2 FP inh	PAFAH1B3 inh	Fam108B inh	PAFAH2 FP inh	pPAFAH inh
COc1ccc(/C=N/NC(=O)CCN2CCN(c3ccccc3)CC2)c(OC)c1OC	-4	-3	-1	0	-1	9	3	-3	-6
OCC1(Cc2ccccc2F)CCCN(CC2CCCCC2)C1 (centres undefined)	1	8	3	3	7	1	5	3	-5
O=c1c([N+](=O)[O-])c(O)c2cccc3c2n1CCC3	-5	-5	-4	-3	7	9	1	3	7

The whole of this part, previewed entries included:
SMILES	PAD4 FP inh	GSTO1 inh	PME-1 primary	LYPLA1 counter	PAFAH1B2 FP inh	PAFAH1B3 inh	Fam108B inh	PAFAH2 FP inh	pPAFAH inh
COc1ccc(/C=N/NC(=O)CCN2CCN(c3ccccc3)CC2)c(OC)c1OC	-4	-3	-1	0	-1	9	3	-3	-6
OCC1(Cc2ccccc2F)CCCN(CC2CCCCC2)C1 (centres undefined)	1	8	3	3	7	1	5	3	-5
O=c1c([N+](=O)[O-])c(O)c2cccc3c2n1CCC3	-5	-5	-4	-3	7	9	1	3	7
COc1ccc(CNC(=O)C(=O)c2cn(CC(=O)N3CCCC3)c3ccccc23)cc1	2	-3	7	1	13	6	2	0	0
O=c1c(-c2ccc(Cl)cc2)c[nH]n1-c1ccccc1	0	5	0	-3	5	3	-1	9	3
CCOc1ccc(C(=O)Nc2nnn(CC)n2)cc1	-4	1	-1	-2	3	-2	-3	4	5
CCOC(=O)c1ccc(NC(=O)c2ccnn2C)cc1	4	-2	-10	1	-2	2	0	1	6
CCOc1ccccc1Nc1nc(N)nc(CSc2nncn2C)n1	0	0	1	2	5	2	7	5	9
CCOC(=O)CN1C(=O)CC(c2ccccc2)C1=O (centres undefined)	-1	11	-1	-1	-3	7	3	9	6
CCC(=O)Nc1ccc2c(c1)ncn2-c1ccc(C)cc1	-1	-10	4	3	-1	4	4	7	3
COc1ccc(NC(=O)C(=O)NCCC2CCCCN2S(=O)(=O)c2cccs2)cc1 (centres undefined)	-1	8	-5	0	7	0	1	12	-2
CCCn1c(N)c(N(CCOC)C(=O)c2ccccc2)c(=O)[nH]c1=O	-3	-2	-2	-1	4	5	0	-1	1
N#CC1=C(N)OC2=C(C(=O)CC(c3ccco3)C2)C1c1ccc(OCc2c(F)cccc2Cl)cc1 (centres undefined)	-6	8	-12	-9	-5	-4	-12	-5	19
N#CCC(=O)Nc1ccc(C(=O)OCC(=O)NC2CCCCCC2)cc1	-3	nt	-5	-3	3	4	nt	83*	6
CCc1nc2ccc(C(=O)NCc3ccc(C)o3)cc2nc1CC	-7	-7	4	-5	3	4	0	3	1
Cc1onc(-c2ccc(Cl)cc2)c1-c1ccnc(SCC(=O)Nc2ccc(C(C)C)cc2)n1	2	-2	-20	-11	30*	-13	-15	-17	0
Cn1c(CO)cnc1SCc1c(Cl)cccc1Cl	3	3	-1	2	2	9	-2	1	-2
Cc1ccc(C(=O)NCc2ccc(N3CCN(C(=O)OC(C)(C)C)CC3)cc2)cc1	-5	-5	-12	-1	6	7	1	2	4
COc1ccc(C(C(=O)NC2CCCC2)N(C(=O)c2snc(C(N)=O)c2N)c2ccccc2OC)cc1OC (centres undefined)	1	3	-5	0	1	6	-2	-7	-3
Cc1cnc(NC(=O)CSc2nnc(-c3ccncc3)n2C2CCCCC2)s1	-1	2	4	4	0	8	3	2	4
O=C(CNCCO)N1N=C(c2cccs2)CC1c1cccs1 (centres undefined)	4	-3	-10	-3	7	9	-2	-1	-5
CN(Cc1ccccc1)Cc1nc2c(c(=O)n(C)c(=O)n2C)n1Cc1ccc(Cl)cc1	0	3	0	0	6	7	0	3	2
COc1ccccc1CNC(=O)C(c1ccccc1)c1ccccc1	-1	3	-4	-1	3	3	2	0	4
Clc1ccc2scc(CN3CCCCC3)c2c1	2	4	2	3	5	5	-5	1	1
CC(/C=N/N1CCN(Cc2ccccc2)CC1)=C\c1ccccc1	-5	5	-4	3	-2	14	4	1	4

Further results
SMILES	PAD4 FP inh	GSTO1 inh	PME-1 primary	LYPLA1 counter	PAFAH1B2 FP inh	PAFAH1B3 inh	Fam108B inh	PAFAH2 FP inh	pPAFAH inh
CCC(C)(C)NC(=O)C(c1cccc(OC)c1)N(C(=O)c1ccn[nH]1)c1cccc(OC)c1 (centres undefined)	2	7	3	-2	3	7	-3	-3	1
Nc1nc(Nc2ccccc2)n[nH]1	-2	-3	3	3	4	5	0	5	5
CC(=O)c1ccc(NC(=O)COC(=O)CCN2C(=O)c3cccc([N+](=O)[O-])c3C2=O)cc1	3	4	7	-2	3	-1	2	-3	4
CN(C)S(=O)(=O)c1ccc(C(=O)Nc2nc(-c3cccs3)cs2)cc1	-2	2	7	-2	1	4	-4	6	4
O=C(O)/C=C\C(=O)Nc1ccc(F)c(F)c1F	0	8	-4	-2	3	4	2	-4	-3
CC(=O)N1CCCc2cc(S(=O)(=O)NC(C(=O)NCc3ccc(C)cc3)C(C)C)ccc21 (centres undefined)	5	-1	-6	0	2	12	-2	1	0
Cc1ccc(NC2=C/C(=N\S(=O)(=O)c3cccs3)c3ccccc3C2=O)c(C)c1	65*	81*	6	0	30*	65*	19*	34*	29*
O=C(COc1ccccc1)NCC(=O)NC1CCCCC1	0	3	9	4	0	8	3	2	5
O=C(CCC(=O)N1CCSc2ccccc21)NCc1cccc(Cl)c1	2	1	1	-5	7	7	7	7	0
CCCc1[nH]n(-c2ccc([N+](=O)[O-])cc2)c(=O)c1C=NCCN1CCNCC1	-1	0	1	2	nt	nt	-2	nt	8
O=C1N/C(=N\N=C\c2ccco2)SC1Cc1ccccc1[N+](=O)[O-] (centres undefined)	-4	28	8	4	1	1	0	-2	20
CCc1ccc(-c2nc(CN3CCC(C(=O)NCc4ccc(F)cc4)CC3)c(C)o2)cc1	5	1	2	-2	5	6	0	1	1
O=C(CSc1ncccn1)N/N=C/c1cccc(OC2CSC2)c1	-2	9	5	-1	11	14	3	11	4
CCNc1ccccc(-c2ccc3ccccc3n2)c1=O	5	12	12	-2	4	2	5	2	14
COc1ccc(CCNC(=O)c2c(O)c3ccccc3[nH]c2=O)cc1	-3	3	-7	1	0	1	-3	-3	0
Cc1ccc(-c2nnc(SCC#N)n2N)cc1	-1	-1	-2	0	5	3	-2	-9	1
N#Cc1c(-c2cccnc2)c2c([nH]c1=S)CCCC2	-4	12	0	1	0	0	3	1	5
O=C(N/N=C/c1ccc(-c2ccc([N+](=O)[O-])cc2)o1)[C@H]1C[C@@H]1c1ccccc1	3	6	0	3	-1	4	0	-5	3
Cc1[nH]nc(-c2ccc(OCc3cnn(-c4ccccc4)c3)cc2O)c1Oc1ccccc1F	2	6	-20	-26	1	25	-12	-7	-4
O=C(CCOc1ccccc1)NCc1ccccc1	3	9	-5	-2	7	6	1	1	-1
NC(=O)COC(=O)CNC(=O)c1ccc(Cl)cc1	-6	6	-8	0	5	2	1	-1	4
Cc1ccc(NC(=O)CCNS(=O)(=O)c2ccc3[nH]c(=O)oc3c2)c(Cl)c1	-4	1	-1	-2	4	0	2	0	7
CN1CCCC(CC2c3ccccc3Sc3ccccc32)C1 (centres undefined)	2	1	2	1	2	9	2	10	2
Cc1ccc(NC(=O)CN2C(=O)C3CC=C(Cl)CC3C2=O)cc1 (centres undefined)	2	6	1	5	1	7	1	-5	-1
O=[N+]([O-])c1ccc(/C=N/Nc2ccnc3cc(Cl)ccc23)o1	-11	-6	18	-6	1	4	19*	-2	28*

(cont.)
SMILES	PAD4 FP inh	GSTO1 inh	PME-1 primary	LYPLA1 counter	PAFAH1B2 FP inh	PAFAH1B3 inh	Fam108B inh	PAFAH2 FP inh	pPAFAH inh
COc1ccc(C(=O)NCCN=C2NS(=O)(=O)c3ccccc32)cc1	-1	-6	0	-5	4	7	-1	1	3
COc1cccc(CC2CC(=O)N(CCc3ccc4c(c3)OCO4)C2=O)c1 (centres undefined)	-1	-1	-2	-4	4	6	0	3	-4
Cc1ccc(NC(=S)N2CCN(c3ccccn3)CC2)c(C)c1	0	-1	4	0	0	2	-3	-3	16
O=S1(=O)C[C@H]2NC(=S)N(c3ccccc3)[C@H]2C1	0	4	0	-1	2	2	-4	0	-4
COCCNC(=O)c1onc(CSc2ccncc2)c1C(=O)NCCOC	-2	4	0	-2	-7	-9	5	0	1
COC(=O)c1c(NS(=O)(=O)c2ccc(C)cc2)sc2c1CCC(C)C2 (centres undefined)	0	-13	3	-6	2	2	2	5	15
CCN(CC)C(=O)CSc1nc(C)cc(C)n1	-2	-1	1	1	nt	nt	-1	nt	3
C=CC[C@@H](CC(=O)N[C@@H](CO)Cc1ccccc1)C(=O)NC[C@@H](OC(=O)[C@@H](CC=C)Cc1ccc(F)cc1)c1ccccc1	-3	nt	nt	nt	-2	-2	nt	-3	-2
N#Cc1ccc(-c2ccccc2)nc1Sc1ccc(F)cc1	-4	-1	7	2	0	10	-3	11	1
CN(C)c1ccc(C(=S)N2CCN(C(=S)Nc3ccc(Cl)cc3)CC2)cc1	-3	12	-3	-4	-1	10	-2	6	2
CC(=O)c1cc2c(cc1NC(=O)CN1CCC(Cc3ccccc3)CC1)OCO2	2	-7	-2	5	-5	4	1	-2	6
COC(=O)CCCCCCCCC(=O)Nc1nc2ccccc2s1	-3	5	-7	-1	0	4	5	0	-2
CCN(c1ccccc1)c1nc(=O)c2cccnc2s1	2	5	2	-4	8	12	3	5	3
Cc1ccc2[nH]c3c(=O)n(CCN4CCOCC4)cnc3c2c1	2	3	4	4	4	2	3	-2	1
CN(C)CCNC(=O)CNC(=S)N(Cc1ccccc1)Cc1cccnc1	-1	3	0	-2	6	9	-4	2	4
Cc1cccc(NC(=O)Nc2cccc3ccccc23)c1	-4	-14	4	1	0	0	3	7	1
COc1ccc(C(=O)/C=C/Nc2ccc(S(=O)(=O)Nc3nc(C)cc(C)n3)cc2)c(OC)c1	-5	-1	-2	1	3	0	5	-3	4
CCC(=O)N/N=C(\C)CC(=O)Nc1ccc2ccccc2c1	-2	-5	2	-1	3	-2	-1	2	-2
COc1ccc(OC)c(C2C(C(=O)N(C)C)=C(C)Nc3nc4ccccc4n32)c1 (centres undefined)	1	-8	2	-1	-2	1	-1	-7	0
COc1cccc(-c2nc(OC(C)C)c3ccccc3n2)c1	-3	-2	4	-4	-3	-6	1	-1	3
COC(=O)c1ccc(CSc2ncnc3c2nnn3-c2ccc(OC)cc2)o1	3	-4	7	2	-1	3	0	-2	4
Cc1ccc(S(=O)(=O)/N=C(/Nc2c(C)n(C)n(-c3ccccc3)c2=O)c2ccc(Cl)cc2)cc1	-1	-3	-12	0	2	0	-2	2	4
O=S(=O)(c1cccs1)N1CN(C2CCCCC2)c2nc3ccccc3nc21	-1	3	2	-1	1	0	-2	4	1
